# Compound activity (PubChem)
# M. tuberculosis HTS: M. tuberculosis growth inhibition, HTS (AID 449762); actives 0.59% (n = 330,000); one-dose inhibition, % at 25 µM; IC50 in µM for titrated hits; M. tuberculosis H37Rv growth inhibition, 7H9 media; higher % means a stronger effect; in the data active = a potency from the dose series; inconclusive = inhibition above about 70% without an active follow-up result;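 note: bacterial growth assessed after seven days of incubation; strong numbers were not always called active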
# PhoP GFP inhibition: PhoP regulon inhibitors, Salmonella typhi PhoP promoter GFP reporter, confirmatory (AID 1850); Salmonella Typhi PhoP-promoter GFP reporter, fluorescence, 4 h; higher % means a stronger effect; actives 0.33% (n = 310,000); inhibition, % at 50 µM, or IC50 in µM where a hit was titrated; in the data active = a potency from the dose series; inconclusive = inhibition mostly from about 25% at the one dose, without a potency; inactive = the rest, 99 in 100 with inhibition below about 19%;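 note: 0% = induced wells with vehicle and 100% = uninduced wells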
# inhibitors of VEEV: inhibitors of VEEV TC-83 cytopathic effect, confirmation, Vero cells (AID 588727); Vero cells, VEEV TC-83 cytopathic effect inhibition; higher % means a stronger effect; inhibition, % at 20 µM, or IC50 in µM where a hit was titrated; actives 0.13% (n = 350,000); in the data active = a potency from the dose series; inconclusive = inhibition mostly from about 14% at the one dose, without a potency; inactive = the rest, 99 in 100 with inhibition below about 12%; note: strong numbers were not always called active
# tuberculosis growth: growth inhibition of non-replicating M. tuberculosis (AID 488890); Mycobacterium tuberculosis non-replicating, growth inhibition; higher % means a stronger effect; inhibition, % at 25 µM; hits with a dose series show IC50 in µM; actives 0.39% (n = 320,000); in the data active = a potency from the dose series; inconclusive = inhibition mostly from about 82% at the one dose, without a potency; inactive = the rest, 99 in 100 with inhibition below about 76%;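 note: plate controls were DMSO cells for no effect and high antibiotic wells for full effect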
# influenza NS1A: H1N1 influenza NS1A inhibitors, functional cell based assay (AID 504329); actives 0.3% (n = 340,000); NS1A functional cell-based assay, percent inhibition; higher % means a stronger effect; one-dose inhibition, % at 12.5 µM; IC50 in µM for titrated hits; in the data active = a potency from the dose series; inconclusive = inhibition above about 27% without an active follow-up result; note: strong numbers were not always called active
# inhibitors of VEEV 10K pilot screen: also measured in inhibitors of VEEV; calls as there; inhibition, %; measured here: 10K pilot screen inhibition
# Starred values were filed as active, the others as inactive; i = inactive; ? = inconclusive; / = no result given.
SMILES,M. tuberculosis HTS,PhoP GFP inhibition,inhibitors of VEEV,tuberculosis growth,influenza NS1A,others
Fc1ccc(NC(=S)Nc2cccnc2)c(Cl)c1,1%,10%,0.2%,30%,4%,
O=C(Nc1ccccc1N1CCOCC1)c1cccc([N+](=O)[O-])c1,3%,-6%,0.4%,-5%,8%,
CC(C)CNC(=O)c1ccccc1N(Cc1ccccc1)S(C)(=O)=O,3%,-2%,0.7%,1%,-10%,
FC(F)(F)c1cc(Oc2ccc(Cl)cc2)ncc1-c1nnc(-c2ccc(Cl)cc2)o1,-4%,9%,i,8%,11%,
CN(C)CCNc1nc2c(c(=O)[nH]c(=O)n2C)n1CC(O)COc1ccc(Cl)cc1Cl (stereo not drawn),-11%,3%,0.2%,-6%,-2%,
O=C(c1cc(Br)c(Br)s1)N1CCOCC1,-8%,-3%,5.5%,-16%,-8%,
C=CCn1nnnc1SCC(=O)Nc1ccccc1C(=O)OC,-6%,-8%,1.4%,-3%,6%,
O=C(NCc1cccs1)C1CCN(S(=O)(=O)c2ccc3c(c2)OCCO3)CC1,10%,-3%,0.6%,6%,-1%,
Cc1ccc(S(=O)(=O)N2[C@@H](c3cccc(Cl)c3)C(C(=O)O)=CC[C@H]2c2ccc(C(C)C)cc2)cc1,1%,-4%,5.1%,36%,-21%,
CC(=Nc1ccccc1N)c1c(O)n(C)c(=O)n(C)c1=O,0%,-8%,0.5%,-7%,-5%,
C/C(=N\NC(=O)c1ccc2ccccc2c1)c1cccs1,-3%,1%,2.0%,51%,-5%,
NCCCC[C@H]1CNC(=O)C(=O)N1CCC12CC3CC(CC(C3)C1)C2,-4%,11%,0.4%,15%,-5%,
O=C(Oc1ccc(-c2cn3c(n2)SCC3)cc1)c1ccccc1,38µM*,-6%,1.2%,72%,10%,
Cn1cc(Cl)c(C(=O)NNC(=S)NC2CCCCC2)n1,-6%,-2%,1.4%,-1%,-11%,
CNC(=S)NNC(=O)c1ccc(=O)n(Cc2ccc(Cl)cc2Cl)c1,-2%,0%,1.5%,-2%,-1%,
Oc1cccc(C(O)CNCc2ccc(OCc3ccc(Cl)cc3Cl)cc2)c1 (stereo not drawn),4%,-3%,3.9%,48%,5%,
Cc1cc(C)n(C(=O)Cn2nc(C)c(Br)c2C)n1,-10%,-2%,0.8%,2%,-6%,
Cc1ccccc1CSc1ccc(-c2ccc3c(c2)OCO3)nn1,-3%,-27%,i,47%,-8%,
N/C(=N\OS(=O)(=O)c1cccc([N+](=O)[O-])c1)c1ccncc1,-3%,-4%,1.1%,-21%,-7%,
C/C(CCc1ccccc1)=N\NC(=S)NCCc1ccccc1,?,10%,3.2%,?,5%,
O=C(O)C1C2C=CC(C2)C1C(=O)OCC1CCCO1 (stereo not drawn),1%,1%,0.1%,6%,-11%,
COc1ccc(-c2cc(C(=O)N(C)Cc3ccc(OC)c(OC)c3OC)c3ccccc3n2)cc1OC,-6%,-2%,9.8%,5%,-8%,
CCOC(=O)C1=C(C(F)(F)F)Nc2ncnn2C1c1cc(OC)ccc1OC (stereo not drawn),1%,-1%,0.8%,2%,-4%,
CCc1ccc(-c2nc(CSCC(=O)NCCCN3CCCC3=O)c(C)o2)cc1,5%,-4%,3.5%,3%,-4%,

# For convenience, 6 of the compounds above:
SMILES,M. tuberculosis HTS,PhoP GFP inhibition,inhibitors of VEEV,tuberculosis growth,influenza NS1A,others
O=C(Oc1ccc(-c2cn3c(n2)SCC3)cc1)c1ccccc1,38µM*,-6%,1.2%,72%,10%,
Cn1cc(Cl)c(C(=O)NNC(=S)NC2CCCCC2)n1,-6%,-2%,1.4%,-1%,-11%,
CNC(=S)NNC(=O)c1ccc(=O)n(Cc2ccc(Cl)cc2Cl)c1,-2%,0%,1.5%,-2%,-1%,
Oc1cccc(C(O)CNCc2ccc(OCc3ccc(Cl)cc3Cl)cc2)c1 (stereo not drawn),4%,-3%,3.9%,48%,5%,
Cc1cc(C)n(C(=O)Cn2nc(C)c(Br)c2C)n1,-10%,-2%,0.8%,2%,-6%,
Cc1ccccc1CSc1ccc(-c2ccc3c(c2)OCO3)nn1,-3%,-27%,i,47%,-8%,

# (continued)
SMILES,M. tuberculosis HTS,PhoP GFP inhibition,inhibitors of VEEV,tuberculosis growth,influenza NS1A,others
COc1ccc2nc(C)cc(SCC(=O)N/N=C/c3ccc(O)cc3O)c2c1,5%,8%,10%,7%,-11%,
O=C(NCCC1CCCCN1S(=O)(=O)c1ccccc1)C(=O)Nc1ccc(F)cc1F (stereo not drawn),4%,-2%,i,12%,0%,
CCn1cc(NC(=O)CCl)c(C)n1,?,-2%,/,62%,/,
O=C(NCc1cccs1)C(=O)NCC1OCCCN1S(=O)(=O)c1cc(F)ccc1F (stereo not drawn),0%,11%,1.2%,26%,-3%,
CCn1c(SCc2ccccc2)nc2cc(OC)c(OC)cc2c1=O,?,-1%,4.8%,52%,2%,
O=c1/c(=C\c2cccn2-c2ccccc2)sc2nc3ccccc3n12,/,/,i,/,-3%,
O=C1Nc2ncccc2OC1CCCl (stereo not drawn),-6%,7%,0.8%,-19%,9%,
CS(=O)(=O)c1ccc(NC(=O)c2cccc(S(=O)(=O)N3CCN(Cc4ccccc4)CC3)c2)cc1,-2%,-6%,3.2%,1%,-2%,
COC(=O)NC1(C(=O)O)CCCC1,2%,2%,i,-13%,-5%,
COc1ccc(N(CC(=O)NC2CCCC2)C(=O)c2ccc(N3CCCCC3)nc2)cc1,-8%,6%,2.0%,/,16%,
CC(=O)CCc1ccc(Oc2nc(-c3cccnc3)nc3ccccc23)cc1,?,10%,8.0%,37%,0%,
CCCNC(=O)C1CN(S(=O)(=O)c2ccccc2)CCN1S(=O)(=O)c1ccccc1 (stereo not drawn),1%,7%,0.5%,-5%,4%,
COc1ccc(C(=O)Nc2ccc(C(=O)c3ccccc3)cc2)cc1,-4%,0%,1.6%,7%,/,
Cc1cccc(N(C(=O)c2csnn2)C(C(=O)NCc2ccccc2)c2cccs2)c1 (stereo not drawn),2%,-6%,i,2%,-6%,
O=C(C1CCCO1)N1CCN(S(=O)(=O)c2cccc3nsnc23)CC1 (stereo not drawn),1%,4%,2.8%,2%,-7%,
CCOc1ccc(-n2c(O)c(C=NCCCn3ccnc3)c(=O)[nH]c2=O)cc1,4%,5%,1.3%,-14%,1%,
Cc1cc(OCC(=O)N2CCN(c3ccccc3)CC2)c2c(C)cc(=O)oc2c1,5%,6%,9.3%,-3%,-33%,
O=C(COc1ccccc1/C=C1/NC(=O)NC1=O)Nc1ccccc1,0%,1%,1.7%,-26%,6%,
O=C(NCCCn1ccnc1)c1cccnc1,-1%,6%,0.3%,-13%,-10%,
CCOC(=O)c1cc(-c2ccccc2)sc1NC(=O)C(C)Sc1nnc(C)s1 (stereo not drawn),16%,-8%,0.8%,35%,-10%,
Cc1cc(C)c(C)c(C(=O)COC(=O)CNC(=O)CNC(=O)c2ccco2)c1C,6%,-21%,i,/,6%,
COc1ccc(C(=O)NNC(=S)NC(=O)c2ccccc2[N+](=O)[O-])cc1,29%,1%,i,54%,1%,
CSc1cccc(NC(=S)N(C(C)C)C(C)c2ccccn2)c1 (stereo not drawn),3%,21%,6.4%,10%,9%,
Clc1ccc(Cn2c(-c3cccnc3Cl)nc3ccccc32)c(Cl)c1,-9%,-5%,i,26%,8%,

# Among those listed so far, these contain fluorine:
SMILES,M. tuberculosis HTS,PhoP GFP inhibition,inhibitors of VEEV,tuberculosis growth,influenza NS1A,others
Fc1ccc(NC(=S)Nc2cccnc2)c(Cl)c1,1%,10%,0.2%,30%,4%,
FC(F)(F)c1cc(Oc2ccc(Cl)cc2)ncc1-c1nnc(-c2ccc(Cl)cc2)o1,-4%,9%,i,8%,11%,
CCOC(=O)C1=C(C(F)(F)F)Nc2ncnn2C1c1cc(OC)ccc1OC (stereo not drawn),1%,-1%,0.8%,2%,-4%,
O=C(NCCC1CCCCN1S(=O)(=O)c1ccccc1)C(=O)Nc1ccc(F)cc1F (stereo not drawn),4%,-2%,i,12%,0%,
O=C(NCc1cccs1)C(=O)NCC1OCCCN1S(=O)(=O)c1cc(F)ccc1F (stereo not drawn),0%,11%,1.2%,26%,-3%,

# (continued)
SMILES,M. tuberculosis HTS,PhoP GFP inhibition,inhibitors of VEEV,tuberculosis growth,influenza NS1A,others
CCOC(=O)N1CCC(=NNC(=O)NC2CCCCC2)CC1,-12%,2%,1.1%,2%,-5%,
Cc1cccc2c1-c1sc(C(=O)NCCCN3CCc4ccccc4C3)cc1CO2,?,-8%,1.7%,49%,-11%,
Cc1ccccc1-c1nc(CN2CCC(C(=O)NC3CC3)CC2)c(C)o1,-11%,-5%,2.2%,2%,-7%,
CC(C)(C)c1ccc(C(=O)NCCC(=O)N2CCN(c3ncccn3)CC2)cc1,-4%,-14%,i,1%,-9%,
Cc1cccc(Cn2c(SCCN3CCCCC3)nc3c2c(=O)[nH]c(=O)n3C)c1,-3%,-7%,i,-12%,-4%,
CN(NC(=O)/C=C/C(=O)O)c1ncc(C(F)(F)F)cc1Cl,9%,-8%,0.5%,9%,-10%,
CCOc1ccc2[nH]c3c(N4CCC5(CC4)OCCO5)ncnc3c2c1,9%,-5%,/,26%,/,
C=CCNC(=S)N/N=C/c1ccccc1OCCOc1ccccc1,-2%,-6%,1.6%,-4%,-4%,
O=C(Cc1ccc(Br)cc1)N1CCN(C(=O)c2ccco2)CC1,-3%,21%,i,12%,-1%,
COc1ccc(-c2nnn(CC(=O)Nc3ccc4c(c3)OCCO4)n2)cc1OC,6%,/,1.9%,-5%,-9%,
CC1(C)CC(=O)C2=C(C1)c1c(ccc3ccccc13)NC2c1ccc(C(=O)O)cc1 (stereo not drawn),17%,-8%,0.0%,-1%,-5%,
O=C(NNC(=O)C1CC(c2cccnc2)=NO1)Nc1ccccc1F (stereo not drawn),3%,0%,1.4%,-9%,3%,
CCCCn1c(=O)c(C(=O)c2ccccc2)nc2ccccc21,-5%,-12%,i,26%,2%,inhibitors of VEEV 10K pilot screen=0.8
COc1ccc(C(=O)N2CCC(C(=O)c3c(C)cc(C)cc3C)CC2)cc1,-4%,-1%,i,35%,-4%,
CCOc1ccc(Nc2cc(=O)n(C)c(=O)n2C)cc1,-9%,-2%,i,0%,0%,
COCCn1c(SCC(=O)Nc2c(C)n(C)n(-c3ccccc3)c2=O)nnc1-c1ccncc1,-2%,/,0.6%,-2%,-8%,
CCOCCOc1nc2c(c(=O)n(C)c(=O)n2C)n1CCc1ccccc1,5%,1%,0.3%,3%,0%,
Cn1cccc1/C=N/N1CCN(c2ccccc2)CC1,-6%,7%,0.8%,5%,3%,
Cc1cccnc1NC(=S)Nc1ccc(Br)cc1Cl,?,10%,0.7%,49%,7%,
Cn1ncc(Br)c1NC(=O)CSc1ccc(Cl)cc1,-4%,1%,i,2%,-5%,
O=C(CC1Nc2cccc3cccc(c23)NC1=O)Nc1ccccc1 (stereo not drawn),2%,-2%,3.6%,2%,5%,
COc1ccc(S(=O)(=O)NCC(=O)N(CC(=O)NCc2ccco2)C2CCCC2)cc1,-9%,-18%,0.9%,15%,4%,
O=C(COc1ccc(Cl)cc1Cl)Nn1c(=S)[nH]c2ncccc2c1=O,-2%,2%,0.3%,-20%,-1%,
O=C(NC1CCCC1)C(c1ccncc1)N(C(=O)c1csnn1)c1cccc(F)c1 (stereo not drawn),2%,9%,2.3%,3%,-9%,
Clc1ccc(-c2nc3ccccn3c2CN2CCOCC2)cc1,-5%,-2%,1.1%,-9%,7%,
O=C(NCCCCCCNC(=O)c1ccccc1O)c1ccccc1O,1%,1%,1.8%,27%,-4%,
CCc1ccccc1NC(=O)CN1CCN(CC(=O)NCc2ccc(Cl)cc2)CC1,-5%,/,2.3%,26%,-15%,
CCC(=O)Nc1cccc(C(=O)N(Cc2ccccc2)Cc2ccccc2)c1,-1%,-4%,0.5%,23%,-1%,
Cc1cc(CN(C)Cc2c(C(=O)N3CCCCCCC3)nc3ccc(Cl)cn23)n[nH]1,3%,-8%,0.6%,-34%,4%,
Cc1ccc(O)c(C(=O)c2cnc(/N=C(\N)N(C)C)nc2)c1,-4%,4%,0.2%,-7%,9%,
Cc1ccc(C)c(-n2[nH]c3c4c(ccc3c2=O)C(=O)c2ccccc2C4=O)c1,17%,0%,8.3%,70%,8%,
